aDG glyco act: alpha-DG glycosylation activation. Pro5-aDG cells, alpha-DG glycosylation AlphaScreen (IIH6); 0% Pro5, 100% B10-LARGE cell signal. activation, % at 10 µM. 360,000 compounds, 0.22% hits;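 active = activation of at least 8% versus controls, or a plate z-score of at least 8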;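 also: Pro5 are CHO cells carrying HIG-tagged alpha-DG that lacks glycosylation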
Exocytosis inh: lytic granule exocytosis inhibition; TALL-104 LAMP-1 surface exposure, flow cytometry; cells stimulated with thapsigargin and PMA; inhibition, % at 10 µM; 360,000 compounds, 0.66% hits; AID 651702;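 active = inhibition above about 55%, limit read from the data; inconclusive = no clear call, values can overlap the other calls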
Vif inh: blocks HIV Vif function; HEK293T cells, Vif self-association by quenched fluorescence, imaging, 24 h; inhibition, % at 7.49 µM; 340,000 compounds, 0.35% hits; in the data active = inhibition above about 50%, passing the limit was not always enough; inconclusive = no clear call, values can overlap the other calls; inactive = below about 31%; also: some results filed as inactive read as strong as hits
HIF-2a inh: HIF-2a inhibition | inhibition, % at 18.8 µM | 786-0 RCC cells HIF-2a reporter, luciferase luminescence, overnight | 360,000 compounds, 0.72% hits;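 active = inhibition of the luminescence signal of 40% or more relative to plate controls, in a single-dose primary screen at 18.75 µM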
NR2E3 ag-1: human photoreceptor-specific nuclear receptor agonism; CHO-S Gal4-NCOR/VP16-NR2E3 two-hybrid, luciferase; inhibition of corepressor binding, % at 3.98 µM; 360,000 compounds, 0.35% hits; AID 602229; Q9Y5X4;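 active = inhibition above the mean of all tested compounds plus 3 SD, cut at about 70% in these data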;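 also: 0% = DMSO with NR2E3 transfected cells and 100% = cells lacking NR2E3 construct; higher means lower luciferase signal from less NR2E3 corepressor binding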
Target sequence (Q9Y5X4 whole entry, looked up, the tested form may be a part): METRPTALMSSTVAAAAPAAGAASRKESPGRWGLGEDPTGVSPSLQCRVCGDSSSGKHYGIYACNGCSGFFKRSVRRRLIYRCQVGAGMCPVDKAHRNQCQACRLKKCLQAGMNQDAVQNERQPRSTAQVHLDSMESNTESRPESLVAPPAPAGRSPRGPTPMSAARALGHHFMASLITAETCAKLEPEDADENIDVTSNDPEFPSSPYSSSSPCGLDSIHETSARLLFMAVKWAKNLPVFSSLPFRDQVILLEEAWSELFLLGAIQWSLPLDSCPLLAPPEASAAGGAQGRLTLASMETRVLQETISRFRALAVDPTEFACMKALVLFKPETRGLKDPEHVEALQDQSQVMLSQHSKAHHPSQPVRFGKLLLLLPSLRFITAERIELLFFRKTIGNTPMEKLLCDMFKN
NR2E3 ag-2: activates human photoreceptor nuclear receptor NR2E3; GST-NR2E3/biotin-RetCOR TR-FRET, 1536-well; inhibition of corepressor binding, % at 4.78 µM; Q9Y5X4; 320,000 compounds, 0.12% hits; AID 2300;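 active = percent inhibition above the cutoff of mean plus 3 SD of all tested compounds, set per screening campaign, cut at about 20% in these data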;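 also: 0% = DMSO wells and 100% = biotin wells as full block of FRET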
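Test system: GST-NR2E3 and biotin-RetCOR proteins | Quantity: 1.35 nM GST-tagged NR2E3 final | Medium: Tris pH 7.5 | Also added: 7 nM biotin-RetCOR | Dosing: Compound at 4.8 µM, single dose | Timing: 5 h at 4 °C | Detection: Time-resolved FRET | Read-out basis: Percent inhibition | Benchmarks: Biotin wells as high control, 0.6% DMSO wells as low control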
PDI inh: inhibitors of human protein disulfide isomerase; inhibition, % at 10 µM; PDI insulin aggregation turbidity, A650, 90 min; 350,000 compounds, 0.052% hits; AID 588391; P07237;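 active = mean inhibition across replicates of 30% or more, whatever share of single replicates reach that level; inconclusive = mean inhibition below 30% while every single replicate reaches 30%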;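 also: absorbance from insulin aggregation driven by PDI reduction with DTT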
Target sequence (P07237 whole entry, looked up): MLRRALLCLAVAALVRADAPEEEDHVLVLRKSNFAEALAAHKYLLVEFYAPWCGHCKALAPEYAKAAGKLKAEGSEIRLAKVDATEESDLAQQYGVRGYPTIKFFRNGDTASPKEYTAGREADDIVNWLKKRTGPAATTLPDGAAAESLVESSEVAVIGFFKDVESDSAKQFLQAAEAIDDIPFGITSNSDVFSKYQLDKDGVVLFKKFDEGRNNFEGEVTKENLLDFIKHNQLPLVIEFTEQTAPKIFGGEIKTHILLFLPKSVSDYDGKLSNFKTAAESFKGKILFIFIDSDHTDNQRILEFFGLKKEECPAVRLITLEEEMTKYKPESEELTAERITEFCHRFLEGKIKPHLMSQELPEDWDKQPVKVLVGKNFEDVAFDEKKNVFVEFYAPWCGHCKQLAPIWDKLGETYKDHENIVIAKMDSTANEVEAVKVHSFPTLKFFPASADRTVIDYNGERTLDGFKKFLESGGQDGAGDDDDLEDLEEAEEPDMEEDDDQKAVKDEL
iPSC survival up: enhancers of human iPSC single-cell survival. hiPSC single-cell survival, ATPlite luminescence; 100% = ROCK inhibitor wells, 0% = DMSO. survival enhancement, % at 20 µM. 360,000 compounds, 0.044% hits. AID 602274; in the data active = survival enhancement above about 18%;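 also: cells exposed to compounds for 16 hours before the ATP read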
TRPM1 prom inh: reduces MITF-dependent TRPM1 promoter luciferase signal; 330,000 compounds, 0.83% hits; AID 488899; inhibition, % at 12.5 µM; SK-MEL-5 TRPM1 promoter luciferase, 24 h;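 active = mean inhibition across replicates of 60% or more, whatever share of single replicates reaches that level; inconclusive = some that reach 60%, reason not given; inactive = mean inhibition across replicates below 60%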; also: values of inactives mirror those of a sister screen read the other way
CaV13 FRET inh: Primary screen for inhibitors of IQ motif and Ca2+-dependent inactivation inhibitor domain binding in CACNA1D, Förster resonance energy transfer in living cells, … | HEK cells, CFP/YFP FRET ICDI-IQ, plate reader, 10 min; percent FRET-ratio fall versus neutral wells | inhibition, % at 12.3 µM | 340,000 compounds, 0.098% hits | AID 743397;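 active = mean replicate inhibition of at least 30% and at least 1% of replicates passing that level; inconclusive = only one of the two criteria is met; inactive = neither criterion is met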;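 also: 0% = median of the neutral control wells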
Peg3 promoter: inhibitors of Peg3 promoter; HeLa PEG-Prom luciferase reporter, luminescence, overnight; inhibition, % at 20 µM; 360,000 compounds, 1.7% hits; AID 588405;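 active = inhibition of at least 50% at 20 µM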
Starred values were filed as active, the others as inactive; ? = inconclusive; . = not tested or not shown.

SMILES	aDG glyco act	Exocytosis inh	Vif inh	HIF-2a inh	NR2E3 ag-1	NR2E3 ag-2	PDI inh	iPSC survival up	TRPM1 prom inh	CaV13 FRET inh	Peg3 promoter
CC(C)(C)c1ccc(S(=O)(=O)NC(=O)C2(C)CCN2C(=O)Cc2cccs2)cc1 (configuration not stated)	0.5	15	9	-1	-14	.	-1	0.1	.	-10	-7
Cc1ccc(S(=O)(=O)n2cc(-c3ccccc3)c(N)n2)cc1	-0.1	2	-1	-12	8	5	-3	-0.6	4	-5	24
C=CCC[C@@H](CCCCC)OC(=O)/C=C/[C@H](O)[C@@H](O)C[C@H](O)CC=C	-0.2	-4	.	6	-2	.	.	-0.3	.	-7	.
Cc1ccc(C)c(-c2cc(C(=O)NNC(=S)NCC(C)C)c3ccccc3n2)c1	-0.1	1	8	8	-7	-2	-3	-0.5	9	-1	20
CCOc1ccc(C(=O)NCC(=O)NNC(=O)c2ccco2)cc1OCC	-0.3	-2	-9	5	0	.	1	1.9	-1	-6	1
COc1cccc(-n2c(SCC(=O)N3CCCCC3)nc3c([nH]c4ccccc43)c2=O)c1	-0.1	-1	11	23	-19	4	-4	1.0	19	-6	30
Cc1c(NC(=O)C(C#N)=C2CCCCC2)c(=O)n(-c2ccccc2)n1C	-0.4	1	15	10	-20	0	24	-0.7	-5	.	9
O=C(Nc1cccc(S(=O)(=O)N2CCOCC2)c1)C1COc2ccccc2O1 (configuration not stated)	-0.5	-3	12	-18	-4	.	-4	-0.3	-14	.	-11
CC(C)[C@H](N)c1cn([C@@H](CC(N)=O)C(=O)N2CCNCC2)nn1	0.2	-3	-12	4	31	-1	-1	4.3	-2	-12	-10
c1ccc(OCc2nc(-c3cccs3)no2)cc1	0.0	0	11	-369	-87	2	-2	-0.6	-110	-8	-340
COc1ccccc1CNC(=O)CCS(=O)(=O)c1ccc(Cl)cc1	0.1	2	-1	15	-12	1	-8	0.1	3	-13	-7
O=C(NCCN1CCOCC1)C1CCN(S(=O)(=O)c2ccccc2)CC1	-0.2	13	.	-1	-55	.	2	-0.8	.	-13	-3
COc1ccc(OC)c(S(=O)(=O)NC2CCN(Cc3ccccc3)CC2)c1	0.0	7	-2	4	15	-1	-2	-0.6	-7	-4	9
O=C(CSc1nnc(-c2cccs2)n1-c1ccccc1)c1ccc2c(c1)OCCO2	0.2	6	-14	8	17	-1	4	0.6	9	0	10
CC1CCC2(CC1)OCC1(CCC3(COC4(CCC(C)CC4)OC3)C1=O)CO2 (configuration not stated)	0.2	2	2	14	2	1	-3	-1.1	10	-6	0
COc1cc(OC)c(-n2c(C)cc(C=O)c2C)cc1Cl	0.0	-1	6	0	-11	-4	1	0.5	-3	-9	46
COc1cc(C(=O)NCc2ccccc2)cc(Br)c1OC	0.4	-2	-3	11	-12	6	-6	-2.3	-15	-1	11
CCC(C)c1c(N)n(S(=O)(=O)c2ccc(C)cc2)oc1=O (configuration not stated)	0.0	-6	8	12	-2	.	0	-3.1	-11	-5	11
CCC1Oc2ccc(C)cc2N(CC(=O)NCCCN2CCCCC2CC)C1=O (configuration not stated)	-0.2	-2	1	16	14	1	6	0.5	9	-4	-11
CCOC(=O)c1sc2ccccc2c1NC(=O)c1coc2ccccc2c1=O	0.3	1	-4	-193	-6	0	4	2.8	-17	-5	-34
C/C(=N/NC(=O)CNC(=O)c1ccncc1)c1ccco1	0.0	12	-5	19	5	2	-4	-0.6	-28	-5	16
CCN1CSC(=S)N(Cc2ccc(OC)cc2)C1	0.8	-1	0	67*	1	-1	-2	-0.7	-8	-3	16
CCC1=C(OC(=O)N(CC)CC)N2C(=O)OC(=NCc3ccccc3)[C@]2(C)[C@H]2C1=CC[C@H]1C(=O)N(CC(=O)OC)C(=O)[C@H]12	0.3	2	.	5	19	2	-1	8.6	-5	-5	2
COC(=O)c1c(C(=O)OC)c2n(c1C)Cc1ccccc1C2	0.0	1	8	-2	2	-2	9	1.7	-5	-5	-10
Cc1c(C)n(C)c2ccc(C(=O)N3CCN(c4ccccn4)CC3)cc12	0.0	7	.	11	13	1	-2	1.5	-3	-19	6
O=C(NN=C1CCCC1)c1cc(O)cc(O)c1	0.0	1	-7	3	-43	3	-12	-0.3	-8	-2	4
CC(C)[N+]1=C2C=CC=CC=C2SC12C([N+](=O)[O-])=CC(=[N+]([O-])[O-])C=C2[N+](=O)[O-] (configuration not stated)	-0.2	50	0	-4	0	0	10	0.1	26	-5	-6
CC12CCC(=O)N1C(C(=O)Nc1ccc(F)cc1)CS2 (configuration not stated)	-0.3	-1	0	10	-15	-1	-3	-0.3	2	.	-2
CO[C@H]1/C=C/O[C@@]2(C)Oc3c(C)c(O)c4c(O)c(c5c(c4c3C2=O)NC2(CCN(CC(C)C)CC2)N=5)=NC(=O)/C(C)=C\C=C\[C@H](C)[C@H](O)[C@@H](C)[C@@H](O)[C@@H](C)[C@H](OC(C)=O)[C@@H]1C	0.0	4	-2	1	22	.	.	-1.8	28	.	3
COc1ccc(NS(=O)(=O)c2ccc(N3CCOCC3)c(NC(=O)c3ccc(OC)cc3)c2)cc1	-0.1	-2	4	14	3	-1	3	0.0	2	-12	17
CCN(CC)CCn1c(NCc2cccc(OC)c2)nc2ccccc21	-0.2	2	.	15	-33	4	-6	-3.1	5	-5	6
O=C(COc1ccc(Br)cc1)N1CCC(c2ccccc2)C1 (configuration not stated)	-0.1	-4	5	-104	-5	-2	-1	-2.9	0	.	-42
O=C(COc1ccccc1)Nc1nc2c(s1)CCCC2	0.0	-15	22	-283	-105	1	-5	0.8	-118	-3	-278
CCOc1ccccc1NC(=O)c1nc(S(=O)(=O)Cc2cccc(C)c2)ncc1Cl	0.0	48	-9	90*	2	1	3	5.4	93*	-15	106*
O=C(CCNC(=O)c1ccc(Br)o1)NCc1ccc(Cl)cc1	0.4	-5	3	18	-4	-1	-3	-1.9	12	-9	-3
C[C@H](CO)N1C[C@H](C)[C@@H](CN(C)C(=O)Nc2ccc(F)cc2)OCc2cnnn2CCCC1=O	0.2	-1	.	9	-6	.	-8	0.8	.	-3	0
CCN1CCN(C(=S)Nc2ccc(Cl)cc2Cl)CC1	0.3	-1	-1	-40	-5	1	0	-1.0	-20	-5	-40
O=C(CSc1nnc(-c2ccco2)n1-c1ccccc1Cl)Nc1cccc(C(=O)O)c1	0.1	1	-1	-1	-4	2	-2	0.0	2	-2	9
COc1ccc(CN2C(=O)C(C)Nc3ncnc(N4CCc5ccccc5C4)c32)cc1 (configuration not stated)	-0.2	1	.	11	-32	.	.	-2.8	.	-6	16
O=C(NNC(=O)C1[C@H]2CCCC[C@@H]12)c1ccc(=O)oc1 (some centres not stated)	0.4	5	1	8	-4	-1	9	-0.8	10	-5	-5
NC(=O)NC1(C(=O)O)CCCC1	0.1	-5	7	11	19	.	5	-1.6	-5	-6	-8
C/C(=N\Nc1cc(Cl)nc(C)n1)c1ccc(Cl)c(Cl)c1	0.0	0	.	-12	-32	1	-1	-1.6	-8	.	-19
COC(=O)CCC(=O)NNC(=O)CCC(=O)Nc1cccc(Cl)c1C	-0.4	-10	0	-8	-24	5	-4	2.7	1	2	-1
Cc1nnc(NC(=O)c2ccc(F)c(S(=O)(=O)N3CCCCC3)c2)s1	-0.2	1	-3	2	-5	0	8	-0.2	10	.	12
CC(=O)c1sc2c(c1N)c(=O)[nH]c(=O)n2-c1ccccc1	-0.1	-6	-10	22	-8	1	7	-0.7	2	-7	10
Cc1cc(Cl)ccc1NC(=S)NCc1ccc(Cl)cc1	-0.1	-2	-5	23	-7	2	0	-4.2	-3	-2	18
O=C(CC(c1ccccc1)c1ccccc1)Nc1ccc(C(=O)O)cc1	0.1	4	5	12	-15	1	-2	0.5	-3	-3	-1
C#CCn1c2ccccc2c(=O)n1C(C)CBr (configuration not stated)	0.1	-1	.	3	3	.	.	1.0	.	-9	.
COc1ccccc1C1SCCN1S(=O)(=O)c1cccc(C(F)(F)F)c1 (configuration not stated)	0.1	15	-5	15	16	3	1	-2.9	10	-7	18
CC12CCC(C(=O)N(NC(=O)c3ccccc3Cl)C1=O)C2(C)C (configuration not stated)	-0.1	?	17	23	6	0	-9	0.0	8	-10	1
O=C(Cc1ccc(NS(=O)(=O)c2ccc(Cl)c(Cl)c2)cc1)NCCN1CCOCC1	-0.1	19	4	2	-5	.	0	0.5	-2	-6	-2
CCC1Oc2ccc(C)cc2N(CC(=O)NCCCN2CCN(Cc3ccccc3)CC2)C1=O (configuration not stated)	0.2	13	18	2	11	2	-13	-0.5	16	-9	3
CCN(CC(=O)Nc1ccc(NC(C)=O)cc1)C(=O)c1ccc(COc2ccc(C(C)(C)C)cc2)cc1	2.5	-3	-18	-9	-82	.	6	0.7	11	-17	-96
COc1cc(Nc2ncnc(N)n2)cc(OC)c1OC	0.0	-8	-1	18	-13	3	-9	-0.7	2	-4	12
O=S(=O)(NCc1cccnc1)c1ccc(Cl)nc1	0.0	-1	-1	6	20	-2	5	0.3	8	.	15
Cc1cc(C)nc(SCC(=O)Nc2ccc(S(=O)(=O)NC(C)(C)C)cc2)n1	1.2	0	-5	22	40	-1	-10	-0.6	18	-7	14
O=C(NC1CCCCC1)c1cc(-n2cnnc2)ccc1Cl	-0.3	-2	12	15	-9	0	1	0.3	13	-5	-16
COc1ccc(N(CCCN2C(=O)c3cccc4cccc(c34)C2=O)C(=O)c2cccs2)cc1	-0.4	-2	-3	9	-9	4	0	0.0	15	-7	52*
O=C(NCCc1ccccc1)C(=O)c1c[nH]c2ccccc12	0.0	-2	-3	-234	-71	0	2	-0.1	-32	1	-260
Cc1ccc(N(C)S(=O)(=O)c2ccc(C)cc2)cc1	-0.2	-2	-4	10	-1	-2	-4	0.3	-1	-3	-5
COc1cccc(C(=O)OCC(=O)c2ccc(S(=O)(=O)N3CCCCC3)cc2)c1OC	-0.2	4	-3	6	-24	.	2	-0.2	6	-6	2

Peg3 promoter, hit marks shown above
canonical_smiles	aDG glyco act	Exocytosis inh	Vif inh	HIF-2a inh	NR2E3 ag-1	NR2E3 ag-2	PDI inh	TRPM1 prom inh	CaV13 FRET inh	Peg3 promoter
CCOc1ccccc1NC(=O)c1nc(S(=O)(=O)Cc2cccc(C)c2)ncc1Cl	0.0	48	-9	90*	2	1	3	93*	-15	106*
COc1ccc(N(CCCN2C(=O)c3cccc4cccc(c34)C2=O)C(=O)c2cccs2)cc1	-0.4	-2	-3	9	-9	4	0	15	-7	52*

Screening data: PubChem BioAssay, several laboratories
